# BAZ2B block: inhibitors of human BAZ2B bromodomain; AlphaScreen BAZ2B-H3K14Ac peptide displacement; Potency, µM (titrated, usually from 114 µM), for inactives: at the highest dose activity change, negative = inhibition, actives largely listed as inhibitors; 360,000 tested, 4.4% active; AID 504333; also: potency is read from the fitted curve at half-maximal effect; % is scaled to controls: 0 for no effect and ±100 for the full control effect; nearly all actives have a fitted effect of over 60% in size
#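 Inhibition is scored as reduced AlphaScreen emission. The BAZ2B/b-H3(5-23)K14Ac complex (50 nM each) in PBS pH 7.4, 0.01% Tween-20 meets compound (up to 110 uM) for 30 min at RT before bead addition.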
# POLH inh: blocks human DNA polymerase eta activity; AID 588591; Potency, µM (titrated, usually from 114 µM), for the others: at the top dose activity change, negative = inhibition, hits mostly inhibitors; 390,000 tested, 1.2% active; recombinant Pol eta, fluorescent DNA replication assay; also: potency is read from the fitted curve at half-maximal effect; % is scaled to controls: 0 for no effect and ±100 for the full control effect
#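 Pol eta at 10 nM preincubated with compounds 15 min at room temperature; reaction started with fluorescent substrate (50 nM final) and read kinetically at 0 and 10 min.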
# JMJD2A Tudor inh: inhibitors of human JMJD2A Tudor domain | AlphaScreen JMJD2A-Tudor / H3K4me3 peptide binding | Potency, µM (highest dose often 114 µM), without a hit: at the highest dose activity change, negative = inhibition, actives largely listed as inhibitors | 390,000 tested, 4.4% active | O75164 | AID 504339; also: potency is read from the fitted curve at half-maximal effect; % is scaled to controls: 0 for no effect and ±100 for the full control effect; nearly all actives have a fitted effect of over 50% in size
# G9a block: blocks human histone lysine methyltransferase G9a; Q96KQ7; G9a H3K9 monomethylation, AlphaScreen, 2 h; Potency, µM (top dose mostly 102 µM), inactives show at the highest dose activity, negative = inhibition, most hits filed as inhibitors; 350,000 tested, 8.8% active; AID 504332; also: potency is read from the fitted curve at half-maximal effect; % is scaled to controls: 0 for no effect and ±100 for the full control effect; nearly all actives have a fitted effect of over 75% in size
# Target sequence (Q96KQ7 913-1193 limits assumed): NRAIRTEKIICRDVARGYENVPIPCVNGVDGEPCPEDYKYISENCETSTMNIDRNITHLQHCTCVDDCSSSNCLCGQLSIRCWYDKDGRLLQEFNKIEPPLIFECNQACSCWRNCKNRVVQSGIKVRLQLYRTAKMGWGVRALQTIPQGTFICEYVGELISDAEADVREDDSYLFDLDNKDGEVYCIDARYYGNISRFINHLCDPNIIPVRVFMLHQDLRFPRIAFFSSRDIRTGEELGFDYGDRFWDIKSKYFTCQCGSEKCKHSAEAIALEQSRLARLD
#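 Step 1: enzyme (final 20 nM) with compound, 15 min RT. Step 2: substrate peptide 500 nM and SAM 20 uM, 2 h RT. Step 3: anti-H3K9me1 antibody and AlphaScreen beads, 10 min, then plate read.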
# GLS inh: glutaminase GLS (human) inhibition. GLS enzymatic activity, qHTS titration. Potency, µM (doses to about 45.5 µM), inactives show top-dose activity change, negative = inhibition, hits mostly inhibitors. 410,000 tested, 0.21% active; also: potency is read from the fitted curve at half-maximal effect; % is scaled to controls: 0 for no effect and ±100 for the full control effect
#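 Assay buffer: 45 mM KH2PO4 pH 8.2, 0.02% Tween-20. hKGA acts on L-glutamine (1 mM solution added); product glutamate is reported by an oxidase/peroxidase Amplex Red coupling, with fluorescence taken at baseline and 30 min.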
# HP1b chromo inh: blocks HP1-beta chromodomain binding to methylated histone tails | 390,000 tested, 0.56% active | Potency, µM (series often up to 114 µM), without a hit: at the top dose activity change, negative = inhibition, actives largely listed as inhibitors | AlphaScreen HP1-beta / biotin-H3K9me3 peptide binding | AID 540317 | P83916; also: potency is read from the fitted curve at half-maximal effect; nearly all actives have a fitted effect of over 70% in size; inactives centre near 23
#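 AlphaScreen: HP1-beta (50 nM) preformed 30 min with biotin-H3(1-18)K9me3 peptide (50 nM) in PBS pH 7.4, 0.01% Tween-20. Compound added for 30 min at RT, then streptavidin donor/nickel chelate acceptor beads (10 ug/mL) for 30 min.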
# PI4K2A block: PI4K2A (human) kinase inhibition | 420,000 tested, 0.13% active | activity change, negative = inhibition, % at 76.9 µM | purified PI4K2A, ADP-Glo luminescence, 1 h; hits give low values; in the data active = activity change below about -50%; inconclusive = mostly about -30% to -49%;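 also: -100% = wells without enzyme as full effect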
# Target sequence (Q9BTU6 whole entry, looked up): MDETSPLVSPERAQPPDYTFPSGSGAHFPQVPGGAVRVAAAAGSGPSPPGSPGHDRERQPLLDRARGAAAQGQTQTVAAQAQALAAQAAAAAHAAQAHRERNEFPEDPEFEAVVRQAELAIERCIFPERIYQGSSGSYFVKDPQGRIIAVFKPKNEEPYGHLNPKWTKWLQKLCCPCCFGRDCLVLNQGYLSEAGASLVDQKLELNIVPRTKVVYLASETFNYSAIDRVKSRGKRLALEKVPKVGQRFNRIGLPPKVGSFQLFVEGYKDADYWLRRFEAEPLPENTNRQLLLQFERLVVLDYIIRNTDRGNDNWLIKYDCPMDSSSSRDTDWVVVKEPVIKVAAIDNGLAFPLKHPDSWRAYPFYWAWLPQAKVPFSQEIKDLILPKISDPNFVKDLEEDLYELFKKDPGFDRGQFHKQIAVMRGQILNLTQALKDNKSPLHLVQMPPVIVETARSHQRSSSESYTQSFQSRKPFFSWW
#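 ADP-Glo luminescence measured ADP generated by PI4K2A enzyme (4 ug/mL before mixing) with 1.2 mM PI substrate (pre-mix) and 300 microM ATP (pre-mix). Tris pH7.5 buffer with MgCl2, Triton X-100; 1 h reaction at ambient temperature.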
# Pin1 inhibitor: blocks the human prolyl isomerase Pin1; AID 504891; 390,000 tested, 0.009% active; Potency, µM (doses to about 115 µM), without a hit: top-dose activity, negative = inhibition, usual class: inhibitors; Pin1 FP peptide displacement, HiFluor488, 10 min; Q13526; active = well fitted inhibition curve with a large enough effect in the polarisation, with a control signal flat, not every such curve was filed as active; inconclusive = small, poorly fitted or top-dose-only effect, or effect the other way, or a change in a side signal; inactive = no such curve, though single readings can be large or run the other way; the % refers to the polarisation; also: potency is read from the fitted curve at half-maximal effect; % is scaled to controls: 0 for no effect and ±100 for the full control effect
# Target sequence (Q13526 whole entry, looked up): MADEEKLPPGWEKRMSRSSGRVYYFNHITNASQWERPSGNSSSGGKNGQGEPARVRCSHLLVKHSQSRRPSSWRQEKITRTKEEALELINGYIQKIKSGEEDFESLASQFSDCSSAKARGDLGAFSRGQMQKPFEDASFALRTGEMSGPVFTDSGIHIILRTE
# Tb PGK inh: T. brucei PGK inhibition; P07378; Potency, µM (titrated, usually from 57.5 µM), without a hit: at the highest dose activity change, negative = inhibition, usual class: inhibitors; AID 602233; PGK/GAPDH coupled, Kinase-Glo luminescence, 60 min; 380,000 tested, 0.043% active; also: potency is read from the fitted curve at half-maximal effect; % is scaled to controls: 0 for no effect and ±100 for the full control effect; nearly all actives have a fitted effect of over 60% in size
#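 Luminescent ATP detection (Kinase-Glo Plus) follows a 60-minute room-temperature incubation, with wells lacking PGK as controls. Buffer: 100 mM TEA (pH 7.6), 5 mM MgCl2, 0.01% Tween-20. Coupling enzyme GAPDH (100 nM final) supplies unstable 1,3-BPG in-well.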
# Starred values were filed as active, the others as inactive; i = inactive; ? = inconclusive; . = not tested or not shown; & = joins results of further samples; [ ] = dose if it differs, or a comment. Unless noted, calls follow the shape of the dose curve; as a rule, active = well fitted curve in the direction sought with a large enough effect; inconclusive = small, poorly fitted or top-dose-only effect, or another doubt; inactive = no such curve, though single readings can be large; an effect the other way counts as inactive or inconclusive.
SMILES,BAZ2B block,POLH inh,JMJD2A Tudor inh,G9a block,GLS inh,HP1b chromo inh,PI4K2A block,Pin1 inhibitor,Tb PGK inh
O=C(O)c1cccc(NC(=S)NC(=O)c2cncc(Br)c2)c1,.,2%,-32%,.,21%,11%,-5,-1%,-1%
CS(=O)(=O)c1ccc(-c2cccc(NC(=O)c3ccco3)c2)nn1,-5%,-10%,-1%,-30%,-5%,22%,4,0%,-2%
COc1ccc(NC(=O)C(C)N(c2ccc(C)cc2)S(C)(=O)=O)c(OC)c1 (centres undefined),13%,-23%,30%,9%[59 µM],0%,22%,11,-4%,-7%
Cc1ccn2c(C(=O)N/N=C\c3ccc4c(c3)OCO4)c(C)nc2c1,-7%,-14%,-6%[57.1 µM],10%[59 µM],10%,30%,-2,-1%,-4%
CCOc1ccccc1NC(=O)Cn1nnc(-c2ccc(OCC)c(OCC)c2)n1,-6%,5%,-2%,4%[12.7 µM],12%,7%,-3,-2%,-5%
CC(C)Nc1nnc(SCC(=O)Nc2ccc(F)cc2)s1,3%,5%,-6%,40µM*,-8%,11%,-3,5%,0%
CCSc1nc2ccccc2c(=O)n1-c1c(C)n(C)n(-c2ccccc2)c1=O,.,6%,0%,8%,-14%,30%,-2,-10%,-5%
O=C(c1cccs1)N1CCCc2cc(NS(=O)(=O)c3ccc(Cl)cc3)ccc21,-28%,-20%,-24%,1%[59 µM],5%,10%,0,1%,-5%
CCOC(=O)C1CCN(C(=O)c2ccc(NS(=O)(=O)c3ccc(F)cc3C)cc2)CC1,13%,-13%,-9%,8%,0%,16%,5,7%,-2%
CC(=O)Nc1ccc(NC(=O)Nc2cc(C)cc(C)c2)cc1,-4%,-18%,10%,4%[59 µM],1%,30%,0,-6%,4%
O=C(CSc1nnc(Cn2c(=O)sc3ccccc32)n1-c1ccccc1)Nc1nccs1,-9%,-2%,-16%,35µM*,3%,50%[activator],-7,-13%,-10%
COc1cccc(N2CCN(S(=O)(=O)c3ccc4ccccc4c3)CC2)c1,4%,-11%,-11%,-32%,6%,14%,-4,17%,i
O=C(c1cccs1)N1N=C(c2ccc(O)cc2)CC1c1ccccc1 (centres undefined),1%,-23%,9%,-6%[59 µM],9%,20%,-1,1%,0%
O=C(C1CC12CCCC2)N1CCC(CO)(Cc2ccccc2Cl)CC1 (centres undefined),-3%,4%,-11%,8%,0%,37%,-1,0%,-9%
CC(C)CN(C(=O)C1CCCCC1)C1CCS(=O)(=O)C1 (centres undefined),-2%,-30%,4%,?,0%,34%,3,2%,3%
NS(=O)(=O)c1ccc(NC(=O)COC(=O)CSc2n[nH]c(-c3ccccc3)n2)cc1,-8%,0%,-6%,32µM*,-1%,35%,3,3%,.
Cc1ccc(CNC(=O)c2cccn2-c2nnc(N3CCCCC3)s2)cc1,-20%,-12%,-26%,3%[59 µM],3%,23%,-5,-5%,-4%
CC(=O)c1sc(C(C)(C)C)cc1NC(=O)CCC(=O)O,0%,-19%,-14%,-7%,4%,27%,5,2%,-5%
Cc1ccccc1-n1ncc(C(C)NS(=O)(=O)c2ccccc2Cl)c1C (centres undefined),-15%,-11%,-8%,5%,0%,25%,-7,-1%,-8%
Cc1ccc(S(=O)(=O)Nc2ccc3c(c2)C(=O)NC3=O)cc1[N+](=O)[O-],-8%,-17%,-10%,13%,1%,39%,5,-11%,-6%

# Part of the list above in order of molar mass, low to high:
SMILES,BAZ2B block,POLH inh,JMJD2A Tudor inh,G9a block,GLS inh,HP1b chromo inh,PI4K2A block,Pin1 inhibitor,Tb PGK inh
CC(C)CN(C(=O)C1CCCCC1)C1CCS(=O)(=O)C1 (centres undefined),-2%,-30%,4%,?,0%,34%,3,2%,3%
Cc1ccn2c(C(=O)N/N=C\c3ccc4c(c3)OCO4)c(C)nc2c1,-7%,-14%,-6%[57.1 µM],10%[59 µM],10%,30%,-2,-1%,-4%
CS(=O)(=O)c1ccc(-c2cccc(NC(=O)c3ccco3)c2)nn1,-5%,-10%,-1%,-30%,-5%,22%,4,0%,-2%
Cc1ccc(CNC(=O)c2cccn2-c2nnc(N3CCCCC3)s2)cc1,-20%,-12%,-26%,3%[59 µM],3%,23%,-5,-5%,-4%
CCSc1nc2ccccc2c(=O)n1-c1c(C)n(C)n(-c2ccccc2)c1=O,.,6%,0%,8%,-14%,30%,-2,-10%,-5%
CCOc1ccccc1NC(=O)Cn1nnc(-c2ccc(OCC)c(OCC)c2)n1,-6%,5%,-2%,4%[12.7 µM],12%,7%,-3,-2%,-5%

# The list goes on.
SMILES,BAZ2B block,POLH inh,JMJD2A Tudor inh,G9a block,GLS inh,HP1b chromo inh,PI4K2A block,Pin1 inhibitor,Tb PGK inh
CN1/C(=C/c2cc[n+](C)c3ccccc23)C=Cc2ccccc21,28µM*,-18%,28µM*,35µM*,-10%,?,-19,-2%,-17%
CC(CNC(=O)c1ccccc1Cl)NC(=O)c1ccccc1Cl (centres undefined),.,4%,-7%,.,0%,26%,2,4%,-2%
O=C(CSc1nc(-c2cccs2)nc2cc(=O)[nH]n12)Nc1ccccc1,56µM*,?,-24%,17%[59 µM],?,32%,-3,45%[activator],?
CCOC(=O)N1CCN(C(=O)c2ccccc2N(Cc2ccccc2)S(=O)(=O)c2ccccc2)CC1,-12%,-19%,-8%,1%,-13%,14%,-2,10%,-5%
COCCNC(=O)c1ccc(C2SCC(=O)N2CCc2ccccc2)cc1 (centres undefined),3%,9%,-18%,18%[59 µM],1%,23%,-3,3%,-3%
COc1cc(NC(=O)c2ccc(NS(=O)(=O)c3c(C)noc3C)cc2)cc(OC)c1,3%,-5%,8%[11.4 µM],?,4%,-12%,-5,0%,3%
Cc1ccc(OC(=O)NC2CCS(=O)(=O)C2)cc1C (centres undefined),-6%,-13%,-12%,18%[59 µM],4%,24%,6,-1%,-7%
CN(CCCNC(=O)CSc1cc(=O)n(C)c2ccc(Cl)cc12)Cc1ccccc1,-6%,-25%,-7%,8%[59 µM],2%,30%,1,-4%,-5%
COc1cc(/C=N/NC(=O)c2cccc(NC(=O)c3ccccc3Cl)c2)ccc1O,-1%,7%,4%,-36%,17%,37%,-3,1%,-3%
Cc1cccc(OC(=O)c2ccc3nccnc3c2)c1,-5%,2%,1%[11.4 µM],-6%,-3%,11%,-5,-1%,2%
CN1C=CC=C/C1=C1\SC(=S)N(c2ccccc2)C1=O,?,-8%,-34%,18µM*,1%,-35%,4,10%,0%
CCCCSCCCNC(=O)c1cn(CC)c2ccc(S(=O)(=O)N3CCOCC3)cc2c1=O,?,-17%&-21%,?,-19%,1%&4%,2%[57 µM],0&-2,1%&0%,0%&-4%
CCNc1nc(NCC)nc(N/N=C/c2cc(OC)c(OC)c(OC)c2)n1,-17%,1%,-4%,11%,9%,42%[activator],3,-10%,-2%
O=C(COC(=O)c1ccc(Cl)c(Cl)c1)Nc1cccnc1Cl,8%,-20%,-8%,18%[59 µM],-6%,44%[activator],-5,3%,-7%
COc1ccc(/C=C2\SC(=S)N(CCCC(=O)Nc3ccccc3C(=O)O)C2=O)cc1OC,-16%,89µM*,?,14%,6%,-1%,-1,?,-11%
COc1ccc(OCC(=O)NNC(=O)c2cccc(C)c2)cc1,2%,-5%,-11%,1%,9%,13%,-2,-1%,-1%
COc1ccc(C2N(C(C)=O)CCN2S(=O)(=O)c2ccc(C)cc2)cc1 (centres undefined),4%,2%,-2%,.,13%,11%,4,-2%,-2%
O=C1CCCc2c1cc(C(=O)NCCCN1CCOCC1)c(=O)n2-c1ccc(Cl)cc1,5%,-12%,-18%,?,0%,31%,-3,-2%,-1%
COc1ccc(NC(=O)CSc2nnc3ccc(-c4ccccn4)nn23)cc1OC,12%,-11%,-7%,-6%,-2%,25%,-3,1%,-8%
NCCCC[C@@H]1NC(=O)[C@H](CCC(=O)O)NC(=O)c2cc([N+](=O)[O-])cc(I)c2NCC[C@@H](C(N)=O)NC1=O,-15%,-8%,-17%,14µM*,-2%,36%,-2,-6%,-6%
NC1=NC[C@H](Cc2ccccc2)N1CC1CCCCC1,.,-24%,-6%,.,-2%,35%,-2,-1%,5%
O=C(CCc1ccc(S(=O)(=O)NCc2ccccc2)cc1)NCc1cccnc1,5%,-2%,-11%,-1%[59 µM],7%,27%,-2,-12%,-2%
Clc1ccc(SCCCCn2ccnc2)cc1,50µM*,-9%,7.9µM*,?,5%,?,12,-1%,2%
Cc1ccc(S(=O)(=O)NCc2c(Cl)cccc2Oc2ccccc2)cc1,9%,-24%,18%,86%[activator],-6%,66%[activator],-3,10%,0%

# Bioassay records as filed in PubChem.

# Not all compounds are listed; the hit share may differ from the screen's.
